Screening data deposited in PubChem BioAssay by The Scripps Research Institute Molecular Screening Center.
DDE Tn7 FP inh – DD(E)-Tn7 binding inhibition, primary FP screen; FP displacement of FITC-Tn7 peptide from fibrin DD(E); 0% = median of compound wells per plate; inhibition, % at 8.3 µM; hit rate 0.13% among 370,000; AID 720508;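 active = inhibition above the mean of compounds falling within the control limits plus 3 SD of them, cut at about 14% in these data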;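 note: 0% = plate median of compound wells and 100% = 10 µM Aha-Tn7 peptide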
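Also added: labelled Tn7 tracer, 0.1 µM; Assay system: human fibrin DD(E) protein; Amount: 2 µM fibrin DD(E); Schedule: 10 min compound pre-incubation, 3 h probe incubation at room temperature; Repeats: one replicate per compound; Read-out basis: percent inhibition; Measured by: fluorescence polarization of the labelled Tn7 tracer.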
TDP2 absorb – blocks human TDP2 phosphodiesterase activity; O95551; recombinant TDP2, T5PNP hydrolysis, p-nitrophenol absorbance 415 nm; inhibition, % at 12.8 µM; hit rate 0.34% among 370,000;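 active = inhibition above the mean of all tested compounds plus 3 SD, set per campaign, cut at about 25% in these data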;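 note: 0% = DMSO with enzyme and 100% = buffer with substrate but no TDP2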
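Evaluation: % inhibition relative to enzyme-containing and enzyme-free wells. Material: recombinant human TDP2. Benchmarks: enzyme-free and DMSO wells. Timing: enzyme reaction with compound for 2 h at 37 °C. Compound dosing: 12.8 µM only. Measured by: p-Nitrophenol epi absorbance. Reagent: T5PNP substrate at 5 mM, a TopII-DNA adduct mimic. Replication: single well per compound.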
HTRA1 inhibitor – inhibitors of human serine peptidase HTRA1 | recombinant HTRA1, FP-rhodamine activity-based probe, fluorescence polarization | inhibition, % at 5.96 µM | AID 504803 | Q92743 | hit rate 0.5% among 340,000; in the data active = inhibition above about 36%;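 note: 0% = enzyme with DMSO and 100% = wells lacking enzyme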
UHRF1 MBD2 ctr – UHRF1 methyl-DNA binding inhibition. Q96T88. UHRF1 binding to methylated oligo, TR-FRET. inhibition, % at 4.4 µM. hit rate 0.75% among 370,000; in the data active = inhibition above about 21%;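 note: UHRF1 SRA domain binding a hemimethylated CpG hairpin DNA probe; 0% = median of test compound wells and 100% = reference inhibitor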
Target sequence (Q96T88 whole entry, looked up, the tested form may be a part): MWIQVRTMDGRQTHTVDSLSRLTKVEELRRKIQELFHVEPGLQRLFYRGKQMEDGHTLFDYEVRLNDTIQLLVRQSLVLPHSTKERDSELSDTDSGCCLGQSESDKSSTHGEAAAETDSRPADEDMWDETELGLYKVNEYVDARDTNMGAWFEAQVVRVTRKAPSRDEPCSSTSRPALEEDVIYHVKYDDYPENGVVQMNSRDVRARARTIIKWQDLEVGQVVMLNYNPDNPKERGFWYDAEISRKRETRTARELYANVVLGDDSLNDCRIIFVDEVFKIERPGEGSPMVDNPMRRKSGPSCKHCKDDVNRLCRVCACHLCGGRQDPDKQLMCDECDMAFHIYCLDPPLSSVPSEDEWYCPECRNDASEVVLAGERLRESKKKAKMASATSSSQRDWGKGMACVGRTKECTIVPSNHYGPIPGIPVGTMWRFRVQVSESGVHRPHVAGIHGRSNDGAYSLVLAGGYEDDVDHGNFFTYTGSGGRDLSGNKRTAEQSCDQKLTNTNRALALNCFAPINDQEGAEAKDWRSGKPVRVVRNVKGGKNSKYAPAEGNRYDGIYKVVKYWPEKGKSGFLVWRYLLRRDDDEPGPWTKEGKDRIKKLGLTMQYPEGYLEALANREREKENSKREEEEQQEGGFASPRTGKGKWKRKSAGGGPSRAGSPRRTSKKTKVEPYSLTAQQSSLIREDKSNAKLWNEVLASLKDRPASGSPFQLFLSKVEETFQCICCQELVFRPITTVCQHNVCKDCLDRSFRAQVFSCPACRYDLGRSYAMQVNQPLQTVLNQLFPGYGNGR
SIAE primary – human SIAE inhibition, primary screen. Q9HAT2. SIAE FP-Rh probe binding, fluorescence polarization. inhibition, % at 9.66 µM. hit rate 0.69% among 370,000;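 active = inhibition above a cutoff: mean of compounds within the control limits plus 3 SD of those, cut at about 17% in these data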;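 note: 0% = plate median of compound wells and 100% = probe without SIAE protein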
ABHD4 inh – inhibitors of mouse ABHD4; purified mABHD4, FP-Rh probe fluorescence polarization; Q8VD66; hit rate 0.54% among 370,000; inhibition, % at 8.92 µM;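 active = inhibition exceeding the mean over every tested compound plus 3 SD, cut at about 30% in these data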;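 note: 0% = plate median of compound wells and 100% = S159A mutant with DMSO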
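Assay system: Wild-type mouse ABHD4 protein | Medium: HEPES pH 7.0 buffer, 150 mM NaCl, 0.01% Pluronic F-127 | Incubation: Enzyme–compound pre-incubation 45 min, then probe 60 min, both 25 °C | Technique: Fluorescence polarization with parallel and perpendicular emission, 525/598 nm | Evaluation: % inhibition of FP-Rh probe binding versus controls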
TCR-CD3 inh – human TCR-CD3 binding inhibition; TAMRA-labeled TCR probe fluorescence, biochemical; inhibition, % at 9.4 µM; AID 651800; hit rate 0.37% among 360,000; in the data active = inhibition above about 19%;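 note: recombinant mutant TCR 2C K166C tagged with TAMRA read by polarization; 0% = receptor in buffer alone and 100% = receptor with positive control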
PG9 binder – binds the HIV-1 gp120 antibody PG9 | inhibition, % at 6.7 µM | hit rate 0.43% among 360,000 | TR-FRET gp120-PG9 antibody binding | AID 624416; in the data active = inhibition above about 8.5%
PRMT1 FP inh – blocks human protein arginine methyltransferase 1. inhibition, % at 2.79 µM. Q99873. AID 652257. recombinant PRMT1, activity-based probe fluorescence polarization. hit rate 1.3% among 370,000;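 active = inhibition above about 21% made by adding two undisclosed values, limit read from the data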
LEDGF integ inh – blocks HIV-1 LEDGF/p75-dependent DNA integration. inhibition, % at 3.7 µM. TR-FRET IN-LEDGF/p75 DNA integration, Eu/Cy5. hit rate 0.64% among 370,000;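 active = inhibition above the screen-wide mean plus 3 SD, cut at about 13% in these data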;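 note: signal is the Cy5 over europium emission ratio at 671 and 618 nm; 0% = plate median of compound wells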
* hit, by the source's call; x = not tested or not shown.

SMILES	DDE Tn7 FP inh	TDP2 absorb	HTRA1 inhibitor	UHRF1 MBD2 ctr	SIAE primary	ABHD4 inh	TCR-CD3 inh	PG9 binder	PRMT1 FP inh	LEDGF integ inh
COc1ccc(N2C(=O)CCC(C(=O)NCc3ccccn3)C2c2ccc(F)cc2)cc1 (centres undefined)	-8	-6	-4	1	6	-1	6	-1.2	-3	-2
CC(=O)C1=C(O)C(=O)N(CO)C1c1ccccc1F (centres undefined)	7	-5	-3	-5	8	0	5	1.8	6	1
O=C(O)c1ccc(NC2CC(=O)N(Cc3ccccc3)C2=O)cc1 (centres undefined)	-8	-1	0	3	3	0	5	-1.3	-2	-8
O=C(NCC(c1cccs1)N1CCOCC1)c1cc(-c2ccc(F)cc2)nc2ccccc12 (centres undefined)	-4	6	-19	-2	-11	-5	-1	0.7	2	0
O=c1c2ccccc2[nH]c2ccc(F)cc12	-2	-6	-5	-6	-4	1	7	2.2	1	2
Cc1cccc(-c2nc(-c3ccncc3)no2)c1	4	7	-7	-2	-5	-2	-1	2.3	-2	0
COc1ccccc1NC(=O)Cc1noc(CSc2cccc[n+]2[O-])n1	-6	4	-4	-1	3	2	2	-1.5	1	1
O=C(O)CCC(=O)Nc1ccc(N2CCCCC2)c(C(=O)O)c1	6	13	5	1	6	7	-2	0.0	-1	1
CN(C)CCNC(=O)c1cc2ccccc2oc1=O	-3	6	6	0	5	4	2	1.4	-1	-1
CC(C)(C)NC(=O)Cn1nnc(-c2cccs2)n1	2	11	3	-3	1	-3	-5	-0.2	0	-1
CCOC(=O)C1CCCN(CCC(=O)Nc2ccc(C)cc2)C1 (centres undefined)	2	8	1	0	0	4	0	-1.6	0	0
COc1ccccc1-n1c(SCC(=O)N2CCCCC2)nnc1-c1ccccc1O	-2	-4	-10	-1	1	-3	7	-1.9	-2	-1
CC1=CC2=NC(=O)/C(=C\c3cccn3CCOc3cccc(C)c3)C(=N)N2O1	0	-16	-47	2	-17	-21	0	-0.9	-2	-2
O=[N+]([O-])c1nn(-c2ccccc2)n(O)c1=NCc1ccc2c(c1)OCO2	-5	-11	-5	-7	6	6	0	-0.6	-1	2
CCOc1ccc(NC(=S)NCC(c2cccnc2)N2CCOCC2)cc1 (centres undefined)	1	7	2	6	4	10	2	-1.9	1	-2
Cc1csc(NC(=O)c2ccc(Br)s2)n1	2	-5	-13	-2	14	-4	-2	0.2	-1	-5
Cc1ccccc1OC(C)C(=O)NCc1cccnc1 (centres undefined)	-3	6	3	-1	12	1	3	-0.4	0	-4
CCn1c(C)nc2cc(C(=O)NNC(=S)NC(=O)c3ccc(OC)cc3)ccc21	3	-7	0	-3	2	-4	36*	-2.1	-6	-2
NS(=O)(=O)c1cccc(-n2cnnn2)c1	6	-10	5	-1	1	1	8	-1.0	-5	2
Cc1nc(CNC(=O)CC2C(=O)NCCN2Cc2ccc(F)cc2)cs1 (centres undefined)	-9	0	2	-7	6	-1	-1	-2.2	-7	5
COCCCNc1nc2ccccc2nc1NS(=O)(=O)c1ccc(C)cc1C	2	-2	-2	-1	1	8	-11	1.0	-2	-4
O=C(NC1CCCCC1)c1cccs1	0	3	7	0	0	-3	4	-1.4	-2	-3
CC1(c2ccccc2Cl)NC(=O)N(CC(=O)N2c3ccccc3NC(=O)C2(C)C)C1=O (centres undefined)	3	-5	8	-2	-1	-5	-1	-0.3	-1	2
COC(=O)C1=NN(C(C)=O)C2(CC(=O)N(c3cccc(C)c3)C2=O)C1 (centres undefined)	3	6	2	1	5	3	1	1.4	1	-1
CCCC1CCC(C(=O)n2nc(N)c3cc4ccc(OC)cc4nc32)CC1 (centres undefined)	-3	-2	-4	0	2	-1	-2	-0.6	-2	-5
Cc1ccc(NC(=O)N2CCOCC2)c(C)c1	5	-9	3	7	3	-20	-4	0.4	2	1
CC(C)n1cc(C#N)c(N)n1	-5	1	-8	2	-2	5	-3	-2.1	1	1
CN(C)CCNC(=O)C1(C)Cc2c(-c3cccc(C(F)(F)F)c3)ccnc2O1 (centres undefined)	5	5	x	-1	3	3	8	0.0	-3	0
O=C1N2CCCc3cccc(c32)C12Nc1ccccc1S2 (centres undefined)	1	0	2	0	6	13	-5	-0.2	40*	-2
C=CCNC(=O)/C(C#N)=C/c1c(C)nn(-c2ccccc2)c1Cl	4	4	-1	-1	3	-6	1	-1.9	-2	-5
COc1cc(CN2CCNC(=O)C2CC(=O)NCc2csc(C(C)C)n2)cc(OC)c1 (centres undefined)	-1	-9	0	-1	-4	9	4	-1.6	-11	5
O=C1CCC(C(=O)OCc2c(Cl)cccc2Cl)N1 (centres undefined)	-6	5	1	-2	5	-2	-3	0.9	-2	3
Cc1cc(C)cc(-n2ncc3c2CCCC3NC(=O)c2csnn2)c1 (centres undefined)	0	2	-6	-2	2	2	11	-1.0	-3	5
CCCCNc1nnc(SCC(=O)c2c(N)n(CCC)c(=O)[nH]c2=O)s1	-4	-13	-9	13	1	1	-10	-1.0	-2	2
COc1ccccc1CCN1CCCC(CN(C)Cc2ccc(OCCO)cc2)C1 (centres undefined)	5	3	2	1	1	-1	0	-2.4	-1	-4
Cc1cc(N2CCCC2=O)ccc1S(=O)(=O)N1CCOCC1	-9	-8	3	1	-3	4	0	-1.9	-1	-1
Cc1ccccc1NS(=O)(=O)c1nnc(NC(=O)c2ccccc2C)s1	3	5	-1	-2	-1	-1	3	0.7	1	5
CC1CCCN(S(=O)(=O)c2ccc(S(=O)(=O)N3CCCN(Cc4ccccc4)C3)cc2)C1 (centres undefined)	2	-1	-2	6	2	0	-6	-2.3	-1	1
COc1ccc(C2=NOC(Cn3c(Cc4ccc(Cl)cc4)nc4c3c(=O)n(C)c(=O)n4C)C2)cc1 (centres undefined)	4	4	-5	3	-3	-5	-8	0.7	-4	6
CCCCC(=O)NC(=S)Nc1c(C)cc(Br)cc1C	0	-1	-7	0	2	-1	-1	-1.0	3	-2
Cc1cc(C)nc(N/N=C/c2cccc([N+](=O)[O-])c2)n1	3	-11	x	-2	-6	-2	-2	-0.2	2	-2
CCn1nc(C(=O)NCC(c2cccs2)N2CCOCC2)c2ccccc2c1=O (centres undefined)	7	-8	-3	1	-12	1	5	-2.3	1	1
CC(C)n1c(NCc2ccccc2O)nc2ccccc21	4	0	1	0	-4	0	-5	0.7	-3	-1
COc1ccc2cc(CCNC(=O)c3cccc([N+](=O)[O-])c3)c(=O)[nH]c2c1	1	8	-10	1	-4	3	3	0.7	4	2
O=C(NCC1CCCO1)c1csc2c1CCCC2 (centres undefined)	-2	0	-8	-2	-2	-8	0	-0.6	-2	4
COCCN(CCOC)C(=O)COC(=O)c1ccc(Cl)c(S(=O)(=O)N(C)c2ccccc2)c1	11	3	3	-1	7	-3	-2	-1.2	-1	-2
CCN(CC(=O)Nc1ccccc1C(F)(F)F)C(=O)c1oc2ccc(OC)cc2c1C	4	1	-18	0	1	4	2	0.8	2	-1
CC(=O)C1=CCC(c2ccc(C)cc2)N(S(=O)(=O)c2ccc(C)cc2)C1 (centres undefined)	4	4	x	0	2	1	-1	-0.1	5	-2
COC(=O)c1sc(N2C(=O)c3oc4ccccc4c(=O)c3C2c2cccs2)nc1C (centres undefined)	1	-7	-4	8	-6	-9	-7	3.0	-1	8
CCOCCCNc1ncc2c(n1)CC(c1ccc(C)cc1)CC2=O (centres undefined)	-3	1	1	-1	5	2	9	-1.2	-2	-2
Further compounds
SMILES	DDE Tn7 FP inh	TDP2 absorb	HTRA1 inhibitor	UHRF1 MBD2 ctr	SIAE primary	ABHD4 inh	TCR-CD3 inh	PG9 binder	PRMT1 FP inh	LEDGF integ inh
CCn1c(Cc2ccccc2)nnc1SCC(=O)Nc1nccs1	3	7	-7	-5	3	4	5	-0.2	0	1
CCCCC(=O)N1CCN(c2nc3ccc(OCC)cc3s2)CC1	7	6	0	1	-4	7	-3	-3.1	-1	-1
O=[N+]([O-])c1cc([N+](=O)[O-])c2cccnc2c1Oc1ccccc1O	-11	-6	25	-9	0	23	-4	-1.1	16	-4
O=C(NCCN1CCOCC1)C1CCC(CNS(=O)(=O)c2ccccc2)CC1 (centres undefined)	-5	-11	-1	-4	2	-5	1	0.7	-4	3
CCN(CC)C(=O)c1sc2nc(-c3ccncc3)[nH]c(=O)c2c1C	-1	10	-4	-1	-6	3	8	0.3	2	4
Cc1ccc(C(=O)N2CCOCC2)cc1[N+](=O)[O-]	-3	2	0	-1	-4	-3	-6	-2.5	-1	0
CC1=NC(=O)C(N=Nc2ccccc2C(=O)O)N1c1ccccc1 (centres undefined)	-4	-3	x	-1	-1	11	5	-2.7	-3	0
CCOc1ccc(C(=O)OCC(=O)NCc2ccccc2)cc1OCC	-9	4	9	-1	-4	-2	7	-0.9	0	3
C/C(N)=C(/C#N)C(=O)COC(=O)CSc1ccccc1	-2	4	1	-1	-1	4	3	-0.1	0	0
CC1=NNC(=O)C1CCC(=O)N/N=C\c1ccccc1[N+](=O)[O-] (centres undefined)	-1	4	3	2	0	3	0	0.5	0	1
CC(C)C[C@@H](CN1CCCC1CN1C(=S)NC[C@@H]1Cc1ccccc1)N1C[C@H](Cc2ccccc2)N(CC2CCCCC2)C1=S (some centres undefined)	-11	0	x	-2	-2	6	4	1.4	0	3
CC(=O)NC1=NC(=O)/C(=C/N2CCCCC2)S1	0	10	2	-3	-1	7	-3	0.4	4	-1
Cc1ccccc1-c1nc(CN2CCSCC2)c(C)o1	7	1	-6	-1	4	-2	5	-2.5	3	1
CC(C)Oc1ccc(C(=O)CCN2CCOCC2)cc1	5	0	1	4	1	9	3	1.0	10	1

In another format: two of the compounds above
CC(C)C[C@@H](CN1CCCC1CN1C(=S)NC[C@@H]1Cc1ccccc1)N1C[C@H](Cc2ccccc2)N(CC2CCCCC2)C1=S (some centres undefined)
  DDE Tn7 FP inh: -11; TDP2 absorb: 0; HTRA1 inhibitor: x; UHRF1 MBD2 ctr: -2; SIAE primary: -2; ABHD4 inh: 6; TCR-CD3 inh: 4; PG9 binder: 1.4; PRMT1 FP inh: 0; LEDGF integ inh: 3
CC(=O)NC1=NC(=O)/C(=C/N2CCCCC2)S1
  DDE Tn7 FP inh: 0; TDP2 absorb: 10; HTRA1 inhibitor: 2; UHRF1 MBD2 ctr: -3; SIAE primary: -1; ABHD4 inh: 7; TCR-CD3 inh: -3; PG9 binder: 0.4; PRMT1 FP inh: 4; LEDGF integ inh: -1

Hits appear at their usual frequency; any-hit rate near 4.2%.
